Tb PYK inh – qHTS of Trypanosoma Brucei Inhibitors. TbPYK enzyme, Kinase-Glo Plus ATP luminescence, 45 min. Potency, µM (series often up to 76.8 µM), without a hit: top-dose activity, negative = inhibition, usual class: inhibitors. AID 624173, 2012. actives 0.12% (n = 410,000). pyruvate kinase (Trypanosoma brucei), Q57TT1; also: potency is read from the fitted curve at half-maximal effect; % is scaled to controls: 0 for no effect and ±100 for the full control effect; nearly all actives have a fitted effect of over 50% in size
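Glycolytic pyruvate kinase of T. brucei was incubated with substrate, test compound and 130 uM ADP for 45 minutes at room temperature. Luminescent Kinase-Glo Plus signal was measured after 10 minutes.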
CHX counter – Cycloheximide Counterscreen for Small Molecule Inhibitors of Shiga Toxin; actives 12% (n = 300,000); cell reporter, cycloheximide protein synthesis inhibition counterscreen; max response, %; in the data active = max response mostly above about 13%, no sharp cut-off; inactive = mostly below about 14%; also: read at 38.3 µM for the half of the compounds with a filed dose; 0% is about no effect
Pf growth 48h – Primary qHTS for delayed death inhibitors of the malarial parasite plastid, 48 hour incubation; P. falciparum luciferase growth in erythrocytes, 48 h; actives 5.9% (n = 310,000); Potency, µM (series often up to 28.7 µM), for the others: at the top dose activity change, negative = inhibition, hits mostly inhibitors; also: potency is read from the fitted curve at half-maximal effect; % is scaled to controls: 0 for no effect and ±100 for the full control effect
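Luminescence readout; reporter = integrated firefly luciferase in P. falciparum. RBC culture at 2% hematocrit, 0.1% parasitemia final, 37 C/5% CO2; decreased signal taken as growth inhibition.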
Pf growth 96h – Primary qHTS for delayed death inhibitors of the malarial parasite plastid, 96 hour incubation; P. falciparum luciferase reporter growth, 96 h; Potency, µM (titrated, usually from 28.7 µM), for inactives: at the highest dose activity change, negative = inhibition, actives largely listed as inhibitors; actives 6.9% (n = 320,000); also: potency is read from the fitted curve at half-maximal effect; % is scaled to controls: 0 for no effect and ±100 for the full control effect
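Compounds incubated with erythrocytes infected by luciferase-expressing P. falciparum (2% hematocrit, 0.05% parasitemia final) for 96 hours, 37 C in 5% CO2. Growth inhibition scored as decreased luciferase luminescence.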
LmPK inh – qHTS Assay for Inhibitors of Leishmania Mexicana Pyruvate Kinase (LmPK) | purified LmPK, Kinase-Glo ATP luminescence, 1 h | actives 0.37% (n = 290,000) | Potency, µM (highest dose often 57.5 µM), for the others: at the top dose activity change, negative = inhibition, hits mostly inhibitors; also: potency is read from the fitted curve at half-maximal effect; % is scaled to controls: 0 for no effect and ±100 for the full control effect
Target sequence (Q27686 whole entry, looked up): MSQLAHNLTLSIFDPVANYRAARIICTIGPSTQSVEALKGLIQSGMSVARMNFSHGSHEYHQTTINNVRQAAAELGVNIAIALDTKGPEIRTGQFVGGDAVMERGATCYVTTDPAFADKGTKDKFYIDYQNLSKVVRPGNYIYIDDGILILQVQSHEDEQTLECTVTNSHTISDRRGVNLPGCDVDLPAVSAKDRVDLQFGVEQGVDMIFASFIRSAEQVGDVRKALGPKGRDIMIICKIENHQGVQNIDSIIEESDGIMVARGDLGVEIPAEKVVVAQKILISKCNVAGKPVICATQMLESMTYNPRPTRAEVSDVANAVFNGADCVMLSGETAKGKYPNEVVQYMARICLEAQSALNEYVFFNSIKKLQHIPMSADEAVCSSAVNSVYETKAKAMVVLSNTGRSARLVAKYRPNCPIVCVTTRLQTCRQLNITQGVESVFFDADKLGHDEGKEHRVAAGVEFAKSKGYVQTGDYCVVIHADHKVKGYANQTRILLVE
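Pyruvate kinase activity monitored as ATP production (luciferase luminescence). Conditions: 0.1 nM enzyme, 0.5 mM PEP, 0.1 mM ADP, 1 h, RT; normalized against uninhibited and no-enzyme wells.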
Shiga toxin inh – A qHTS for Small Molecule Inhibitors of Shiga Toxin | actives 9.2% (n = 290,000) | inhibition, % at 38.7 µM | Vero cells, Shiga toxin protein synthesis inhibition reporter; in the data active = inhibition mostly above about 28%, no sharp cut-off; inactive = mostly below about 43%; also: 0% is about no effect
HCV inh – qHTS Assay for Inhibitors of Hepatitis C Virus (HCV); AID 651820, 2012; Potency, µM (highest dose often 41.8 µM), inactives show at the highest dose activity change, negative = inhibition, most hits filed as inhibitors; Huh7.5.1 HCVcc-Cre infection, luciferase reporter, 44 h; actives 3.4% (n = 340,000); also: potency is read from the fitted curve at half-maximal effect; % is scaled to controls: 0 for no effect and ±100 for the full control effect
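HCVcc-Cre virus at an moi near 0.5 was added right after compound to cells cultured 4 h from seeding (1,000 cells/well). Luciferase activity was determined 44 h later, 15 min after substrate addition at RT.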
The depositor's hits bear a star; u = inconclusive; x = not tested or not shown; & = joins results of further samples; [ ] = dose if it differs, or a comment. Unless noted, calls follow the shape of the dose curve; as a rule, active = well fitted curve in the direction sought with a large enough effect; inconclusive = small, poorly fitted or top-dose-only effect, or another doubt; inactive = no such curve, though single readings can be large; an effect the other way counts as inactive or inconclusive.

1) Nc1nsc2ccccc12
2) C=CCn1c(=S)[nH]c2cc(C(=O)Nc3ccc(F)cc3)ccc2c1=O
3) COc1ccc(N2CCN(c3oc(COc4ccccc4)nc3C#N)CC2)cc1
4) COC(=O)CSc1cc([N+](=O)[O-])cc2c1c(C1OCCO1)nn2-c1ccccc1
5) N#Cc1ccc(OCC(=O)N/N=C/C2CC=CCC2)cc1 (stereo unspecified)
6) Fc1ccc(Nc2ncnc3sc4c(c23)CCC4)cc1
7) COC(=O)c1ccc(COc2ccccc2/C=N/Nc2cccc(C(=O)O)c2)cc1
8) Cc1ncoc1C(=O)N1CCCC(C(=O)c2ccc(-c3ccccc3)cc2)C1 (stereo unspecified)
Compound,1,2,3,4,5,6,7,8
Tb PYK inh,6%,-5%,7%,-4%,-2%,5%,-2%,-1%
CHX counter,24*,4,11,-4,8,-1,55*,4
Pf growth 48h,u,-12%,13µM*,1%,100%[activator],1%,8%,12%
Pf growth 96h,-4%,u,55%[activator],43%[activator],-19%,73%[activator],36%[activator],-2%
LmPK inh,-1%,1%,5%,2%,-9%,4%,4%,2%
Shiga toxin inh,10,25,34,-16,-9,-5,80*,31
HCV inh,11µM*,u,-19%,12%,7%,3.2µM*,5%,u

9) CC(=O)c1ccc(OCC(O)CNCc2ccc3c(c2)OCO3)cc1 (stereo unspecified)
10) Cc1cc(C)nc(SCc2nc3ccccc3n2C)n1
11) Cc1ccc(S(=O)(=O)N2CCCCC2)cc1NC(=O)Cn1ccc(C(F)(F)F)n1
12) CCC1CCc2sc(C(=O)N3CCCN(C)CC3)cc2C1 (stereo unspecified)
13) CC(=O)c1c(OC(=O)c2ccc(C)cc2)c2ccccc2n1C
14) COc1ccc(Cc2noc(CN3CCN(C4CCc5ccccc5C4)CC3)n2)cc1OC (stereo unspecified)
15) Cc1ccc(CN2CCN(CCCc3ccccc3)CC2CCO)cc1 (stereo unspecified)
16) CC(=O)Nc1ccc(NC(=O)C(C)OC(=O)c2ccc(-n3cnnn3)cc2)cc1 (stereo unspecified)
Compound,9,10,11,12,13,14,15,16
Tb PYK inh,-6%,3%,5%,2%,7%,1%,-20%,4%
CHX counter,1,13,0,23*,2,-4,1,x
Pf growth 48h,2.6µM*,31%[activator],u,-5%,u,u,u,u
Pf growth 96h,-27%,u,-15%,103%[activator],-1%,-24%,28%,u
LmPK inh,2%,-1%,-4%,4%,4%,8%,-4%,x
Shiga toxin inh,-4,41*,-7,19,-12,-10,-10,x
HCV inh,-1%,7%,-15%,11%,1%,u,7%,u

Grouped by structure: the entries above with a thiophene ring, fused or not
6) Fc1ccc(Nc2ncnc3sc4c(c23)CCC4)cc1
12) CCC1CCc2sc(C(=O)N3CCCN(C)CC3)cc2C1 (stereo unspecified)
Compound,6,12
Tb PYK inh,5%,2%
CHX counter,-1,23*
Pf growth 48h,1%,-5%
Pf growth 96h,73%[activator],103%[activator]
LmPK inh,4%,4%
Shiga toxin inh,-5,19
HCV inh,3.2µM*,11%

Back to the main list, repeating the three entries before the break.
14) COc1ccc(Cc2noc(CN3CCN(C4CCc5ccccc5C4)CC3)n2)cc1OC (stereo unspecified)
15) Cc1ccc(CN2CCN(CCCc3ccccc3)CC2CCO)cc1 (stereo unspecified)
16) CC(=O)Nc1ccc(NC(=O)C(C)OC(=O)c2ccc(-n3cnnn3)cc2)cc1 (stereo unspecified)
17) C/C(=N\NS(C)(=O)=O)c1ccc(C)cc1
18) CCN1CCN(CCNC(=O)c2cc(Cl)c(NC(=O)C3=C(C)OCCS3)cc2OC)CC1
19) COc1ccc(N=C2NC(=O)/C(=C\c3ccco3)S2)cc1
20) CC(NC(=O)CCC(=O)c1ccccc1)c1ccc(F)cc1 (stereo unspecified)
21) Cc1ccc(SCc2c(C(=O)N/N=C/c3ccccc3)nnn2-c2nonc2N)cc1
22) Cc1ccc[n+](CC(=O)Nc2cc(C(F)(F)F)ccc2Cl)c1
23) NS(=O)(=O)c1ccc(O)c(NC(=O)c2ccc([N+](=O)[O-])cc2)c1
24) CSC1=C(C#N)C(c2ccc(Cl)cc2)C2=C(CC(C)(C)CC2=O)N1 (stereo unspecified)
Compound,14,15,16,17,18,19,20,21,22,23,24
Tb PYK inh,1%,-20%,4%,1%,0%,0%,2%,-5%,-1%,29%,3%
CHX counter,-4,1,x,-2,-5,23*,x,-1,-5,22*,-5
Pf growth 48h,u,u,u,13%,0%,u,u,34%[activator],u,-54%,7.4µM*
Pf growth 96h,-24%,28%,u,447%[activator],-20%,-17%,u,74%[activator],u,u,17%
LmPK inh,8%,-4%,x,1%,9%,-1%,x,1%,-3%,2%,6%
Shiga toxin inh,-10,-10,x,-1,-11,66*,x,-7,3,68,28
HCV inh,u,7%,u,10%,u,18%,16%,7%,0%,-2%,11µM*

25) COc1ccc(S(=O)(=O)N(C)c2ccc(C(=O)N3CCN(c4ccccc4)CC3)cc2)cc1OC
26) COc1ccc(NC(=O)CSc2nnnn2C)cc1S(=O)(=O)N1CCCCC1
27) Cn1nccc1C(=O)Nc1nnc(C2CC2)s1
28) CCOC(=O)C1=C(N)Oc2cc(C)n(C)c(=O)c2C1c1ccncc1 (stereo unspecified)
29) CN(CC(=O)NC1CC(C)(C)NC(C)(C)C1)S(=O)(=O)c1ccc(Br)cc1
30) C=CCNC(=S)NNc1ncnc2sc3c(c12)CC(C)(C)OC3
31) Cc1cc(C)c(C)c(OCC(=O)N2CCCCCC2)c1
32) O=C(/C=C/c1c(F)cccc1Cl)Nc1nc2ccccc2[nH]1
Compound,25,26,27,28,29,30,31,32
Tb PYK inh,-4%,3%,-8%,1%,2%,7%,0%,-6%
CHX counter,-2,x,8,-1,-3,-2,1,36*
Pf growth 48h,15µM*,12%,16%,11%,-4%,u,x,208%[activator]
Pf growth 96h,u,-18%,45%[activator],-1%[5.75 µM],1%,0%,68%[activator],24%
LmPK inh,0%,x,-29%,-1%,-1%,-3%,4%,2%
Shiga toxin inh,20,x,35,22,-11,-8,-13,81*
HCV inh,u,-9%,16%,-2%,u,20%,-3%,0%

33) Cc1c(C(=O)N2CCN(C3CCS(=O)(=O)C3)CC2)oc2ccc(Cl)cc12 (stereo unspecified)
34) Cn1c(=O)cc(-c2ccccc2)c2ccccc21
35) COc1ccc(F)cc1-c1nc(N)nc(N)n1
36) CCOC(=O)C(C)(C)Oc1ccc(Cl)cc1
37) CCCCNC(=O)COC(=O)c1ccc(NS(=O)(=O)c2ccc3c(c2)OCCO3)cc1
38) C=CCn1c(=NC(=O)c2cc(-c3cccs3)nc3ccccc23)sc2cc(S(N)(=O)=O)ccc21
39) CSc1ccccc1C(=O)Nc1cc([N+](=O)[O-])ccc1C
40) COc1ccc(O)c(/C=N/N2CCOCC2)c1
Compound,33,34,35,36,37,38,39,40
Tb PYK inh,-10%,-7%,-3%,-6%&1%,-9%,-8%,0%,-1%
CHX counter,x,-3,x,x,-4,-1,1,41*
Pf growth 48h,u,12%,30%,6%&-6%,x,-27%,-4%,75%[activator]
Pf growth 96h,3%,x,24%,6%&-2%,5%,u,-20%,52%[activator]
LmPK inh,x,-5%,x,x,5%,2%,3%,u
Shiga toxin inh,x,-10,x,x,12,-7,-11,99*
HCV inh,2%,u,5%,u,2%,u,-13%,17%

41) Cn1c(=O)oc2cc(S(=O)(=O)CCC(=O)N3CCN(c4ccccc4)CC3)ccc21
42) COCCNc1nc2nonc2nc1N(C)Cc1cccc2cnccc12
43) COc1ccc(OC)c(N(C(=O)c2snc(C(N)=O)c2N)C(C(=O)NCC2CCCO2)c2ccc3ncccc3c2)c1 (stereo unspecified)
44) CCOc1ccccc1/C=C/c1onc(C)c1S(=O)(=O)N1CCC(C(=O)NC(C)C)CC1
45) CC(C)N1C(=O)CCN(C=O)c2ccccc21
46) CC(=O)CCS(=O)(=O)c1ccc(C)c(C)c1
47) COc1cc(/C=C(\C#N)c2nc3ccc(C)cc3[nH]2)c([N+](=O)[O-])cc1OC
48) Cc1cc(=O)[nH]c2c1c(C)nn2-c1ccccc1
Compound,41,42,43,44,45,46,47,48
Tb PYK inh,0%&0%,1%,-1%,8%,-1%,-11%,-3%,-3%
CHX counter,2,-2,-3,1,-1,28*,-1,-1
Pf growth 48h,u,-14%,u,u,1%,16%,u,x
Pf growth 96h,9.3µM*,5%,13%,57%[activator],-23%,4%,u,x
LmPK inh,13%,1%,1%,3%,-6%,4%,1%,0%
Shiga toxin inh,30,-6,-12,-1,-9,41,8,-15
HCV inh,18%,11%,6%,u,-5%,12%,u,14%

49) COc1cc(NC(=O)COC(=O)CCOc2ccc(C)cc2)cc(OC)c1
50) CC(NS(=O)(=O)c1ccc(Br)s1)c1ccccc1 (stereo unspecified)
51) CCOCCCNC(=O)C(c1ccc(C)cc1)N(Cc1cccs1)C(=O)c1ccccn1 (stereo unspecified)
52) COc1cc(C(=O)Nc2ccc(NC(=O)c3cccc(Cl)c3)nc2)cc(OC)c1OC
53) CCOC(=O)N1CCC(N(C(=O)Nc2ccccc2)C(C)CC)CC1 (stereo unspecified)
54) Brc1cccc(OCCOCCn2ccnc2)c1
55) CC(=O)OC1N=C(c2ccc(Cl)cc2)c2cc(Br)ccc2NC1=O (stereo unspecified)
56) CCOC(=O)c1c(NC(=O)C[n+]2ccc(N(C)C)cc2)sc(C)c1C
Compound,49,50,51,52,53,54,55,56
Tb PYK inh,6%,-4%,2%,-6%,-4%,-18%,-14%,-1%
CHX counter,-3,1,-2,4,-3,-2,-3,-7
Pf growth 48h,42%[activator],13%,-8%,2.6µM*,3%,x,23%,u
Pf growth 96h,u,2%,u,74%[activator],185%[activator],u,u,26%
LmPK inh,4%,1%,-3%,5%,-1%,-8%,-4%,7%
Shiga toxin inh,-1,-4,-4,29,17,28,-9,-7
HCV inh,15%,-4%,-11%,4µM*,-15%,-1%,u,5%

57) O=C(COC(=O)Cc1c[nH]c2ccccc12)Nc1c(Cl)cccc1C(F)(F)F
58) COc1cc2cc(CCCOC(=O)c3ccc(Br)cc3)oc(=O)c2cc1OC
59) O=[N+]([O-])c1cccc(-c2ccc(C(=S)N3CCOCC3)o2)c1
60) COc1ccc(-c2nn(-c3ccccc3)cc2/C=C2/SC(=S)N(Cc3ccco3)C2=O)c(C)c1
61) O=C(O)c1cc(S(=O)(=O)Nc2ccc3oc(=O)sc3c2)ccc1O
62) Cc1cc(C)c2c(n1)nn1c(-n3ccnc3)cc(C)nc21
Compound,57,58,59,60,61,62
Tb PYK inh,5%,-6%,-1%,-6%,u,-4%
CHX counter,x,x,39*,-2,-3,-4
Pf growth 48h,u,13%,186%[activator],u,-28%,-3%
Pf growth 96h,4%,-29%,u,u,32%[activator],u
LmPK inh,x,x,0%,0%,17%,-2%
Shiga toxin inh,x,x,72*,19,7,2
HCV inh,-10%,u,-30%,u,-5%,-6%
